DT40 TDP1 no CPT: qHTS for Inhibitors of human tyrosyl-DNA phosphodiesterase 1 (TDP1): qHTS in cells in absence of CPT; AID 686978, 2013; Potency, µM (top dose mostly 46.2 µM), inactives show at the top dose activity change, negative = growth inhibition, actives largely listed as inhibitors; actives 15% (n = 420,000); DT40 Tdp1-/- hTDP1 cells, no CPT, ATP luminescence, 48 h; further: nearly all actives have a fitted effect of over 55% in size
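No-CPT arm: Tdp1-/-;hTDP1 DT40 cells (400/well) plus compounds, incubated ≥48 hr at 37 °C. Readout CellTiter-Glo luminescence.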
TDP1 inh: TDP1 (human) enzyme inhibition; recombinant TDP1, AlphaScreen DNA substrate cleavage; Potency, µM (series often up to 130 µM), for inactives: at the highest dose activity change, negative = inhibition, hits mostly inhibitors; actives 0.28% (n = 350,000); AID 485290; further: nearly all actives have a fitted effect of over 40% in size
Target sequence (Q9NUW8 whole entry, looked up): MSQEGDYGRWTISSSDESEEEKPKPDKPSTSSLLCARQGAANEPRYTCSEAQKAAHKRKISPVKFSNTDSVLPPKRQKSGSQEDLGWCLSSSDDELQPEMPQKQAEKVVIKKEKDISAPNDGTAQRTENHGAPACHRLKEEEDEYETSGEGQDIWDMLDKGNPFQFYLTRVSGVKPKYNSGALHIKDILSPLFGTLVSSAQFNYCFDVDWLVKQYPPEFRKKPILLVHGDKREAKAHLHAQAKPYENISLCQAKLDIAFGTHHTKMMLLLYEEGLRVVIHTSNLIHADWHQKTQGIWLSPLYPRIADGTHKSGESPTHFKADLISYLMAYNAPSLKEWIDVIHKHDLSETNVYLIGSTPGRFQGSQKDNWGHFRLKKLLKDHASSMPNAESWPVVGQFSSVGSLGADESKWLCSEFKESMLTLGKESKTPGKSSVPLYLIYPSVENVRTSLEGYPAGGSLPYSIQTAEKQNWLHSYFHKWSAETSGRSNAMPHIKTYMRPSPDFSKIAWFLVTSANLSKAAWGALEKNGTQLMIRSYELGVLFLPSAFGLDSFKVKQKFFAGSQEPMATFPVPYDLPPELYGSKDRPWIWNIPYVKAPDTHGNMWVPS
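AlphaScreen read-out: signal falls as enzyme removes the 3' tyrosine-FITC from a 5'-biotinylated DNA oligo (15 nM, 5 min, RT). Enzyme was E. coli-made recombinant Tdp1 at 1 nM, exposed to compound for 15 min beforehand; beads 10 ug/ml, 10 min.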
TDP1 cell CPT: growth inhibition of DT40 Tdp1-/-;hTDP1 cells with camptothecin (screen for TDP1 inhibitors) | chicken DT40 Tdp1-/-;hTDP1 cells + 20 nM CPT, ATP luminescence, 48 h | Potency, µM (highest dose often 46.2 µM), for inactives: at the top dose activity change, negative = growth inhibition, actives largely listed as inhibitors | actives 12% (n = 420,000) | AID 686979; further: nearly all actives have a fitted effect of over 55% in size
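Chicken DT40 Tdp1-/- cells complemented with human TDP1, 400 cells/well, exposed to compounds plus 20 nM camptothecin for at least 48 h at 37 C; viability read as ATP content by CellTiter-Glo luminescence.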
Active calls of the source: *; ? = inconclusive; . = no result given; & = joins results of further samples; [ ] = remark or other dose. The call rests on the fitted dose curve; in most records, active means well fitted curve in the direction sought with a large enough effect; inconclusive means small, poorly fitted or top-dose-only effect, or another doubt; inactive means no such curve, though single readings can be large; an effect the other way counts as inactive or inconclusive. On the % scale 0 is the no-effect control and ±100 the full control effect; potency means the concentration at half of the fitted maximal effect.

SMILES	DT40 TDP1 no CPT	TDP1 inh	TDP1 cell CPT
CN(C)CCCNc1nc(-c2ccccc2)c2c(c1C#N)CC(C)(C)OC2	?	4%	?
CCc1ccc(NC(=O)CSc2nc3ccccc3nc2Cc2ccccc2OC)cc1	?	-8%	0%
Cc1cc(NC(=O)C2CC=CCC2C(=O)O)ccc1NC(=O)c1ccccc1 (stereo not given)	24%	2%	0%
Cc1ccc(S(=O)(=O)CCC(=O)Nc2ccccc2Br)cc1	24%	.	-3%
Cc1cc(Nc2ccc(C)c(C)c2)n2cnnc2n1	-21%	5%	0%
Oc1ccc(NCc2cccs2)cc1	13µM*	2%	?
CC(C)c1ccc(NC2CCCN(C(=O)CCn3cnnn3)C2)cc1 (stereo not given)	-3%	2%	?
O=S(=O)(/N=C(/c1ccc(Cl)cc1)N1CCOCC1)c1ccc(Cl)cc1	-24%	6%	-27%
CC(=O)N1N=C(c2cccc([N+](=O)[O-])c2)OC1(C)c1cccs1 (stereo not given)	-20%	.	-25%
CC1(c2nc3ccccc3[nH]2)CCC2=Nc3ccccc3CN21 (stereo not given)	-27%	.	-26%
Cn1c(C(=O)OC(C(=O)NCc2ccco2)c2ccncc2)cc2sccc21 (stereo not given)	-23%	7%	-7%
O=C(COc1ccccc1)OCc1cc(-c2ccco2)on1	4%	0%	-22%
Cc1ccc(-n2nnc(-c3nccs3)n2)cc1	?	3%	-27%
CN1CCN(CC(=O)Nc2nc3c(s2)CCCC3)CC1	-19%	.	-19%
Cn1ccc2c(OCC(=O)NCc3ccccc3Cl)cccc2c1=O	18µM*	5%	?
Cc1cccc2cc3cccc(C)c3nc12	-21%	.	-25%
CCOC(=O)C1CCCN(C(=O)COc2ccc(S(=O)(=O)N(CC)c3ccccc3)cc2)C1 (stereo not given)	?	-6%	3%
COc1cc(Cl)ccc1OCc1cc(C(=O)N2CCN(C3CCCCC3)CC2)no1	23µM*	.	?
NC(Cc1ccc(C(F)(F)F)cc1)c1csc(Nc2cc(Oc3ccccc3)ncn2)n1 (stereo not given)	?	.	?
CCOC(=O)Cn1cnc(-c2ccc([N+](=O)[O-])cc2)c1	1%	2%	6%

Next part; it opens with the 2 that closed the last part.
SMILES	DT40 TDP1 no CPT	TDP1 inh	TDP1 cell CPT
NC(Cc1ccc(C(F)(F)F)cc1)c1csc(Nc2cc(Oc3ccccc3)ncn2)n1 (stereo not given)	?	.	?
CCOC(=O)Cn1cnc(-c2ccc([N+](=O)[O-])cc2)c1	1%	2%	6%
Cc1ccc(-n2c3nc(=O)[nH]c(=O)c-3cc3c(Cl)cccc32)cc1	0.73µM*	-3%[12.3 µM]	1.5µM*
Cn1c(N)c(C(=O)COC(=O)Cc2ccccc2F)c(=O)n(C)c1=O	-10%	0%	-22%
c1ccc(Nc2nc(-c3ccc4c(c3)OCO4)nc3ccccc23)cc1	?	.	?
O=C(O)CCSc1nnc(-c2ccccc2)n1-c1ccccc1	-13%	2%	-1%
CCCCNC(=O)CN1C(=O)NC2NC(=O)NC21 (stereo not given)	2%	8%	11%
COc1ccc(C2CC(c3ccccc3)=NN2C(=O)COC(=O)c2cccc(O)c2)cc1 (stereo not given)	?	0%	?
C=CCn1c(P(C)(=O)O)nc2ccccc21	3%&3%	0%&5%	-3%&2%
CC(=O)N1CC(C(=O)Nc2ccc3c(c2)OCO3)Oc2ccccc21 (stereo not given)	-1%	8%	-11%
COc1ccc(CC(=O)NCC2CCCCC2)cc1OC	-12%	.	0%
COc1ccc2nc3cc([N+](=O)[O-])ccc3c(NNc3ccc([N+](=O)[O-])cc3)c2c1	9.2µM*	.	10µM*
OC(COc1ccccc1CNCc1cccnc1)CN1CCc2ccccc2C1 (stereo not given)	?	7%	?
COc1ccc(CNc2nc3c(c(=O)[nH]c(=O)n3C)n2CCCc2ccccc2)cc1	-18%	0%	-19%
COc1ccc(-c2cc(NC=O)c3ncc(-c4cccc(C(=O)NCCN(C)C)c4)n3c2)cc1	?	.	?
O=C(N/N=C/c1cccs1)c1ccccn1	-25%	4%	-5%
CC(=O)Nc1ccc(S(=O)(=O)N(C)CC(=O)OCC(=O)c2cc(C)n(-c3ccc4c(c3)OCO4)c2C)cc1	?	2%	-20%
Cc1sc2nc(SCC(=O)Nc3ccc(S(=O)(=O)NCCCC(=O)O)cc3)[nH]c(=O)c2c1C	-11%	.	8%
Cc1ccc(NC(=O)CCN2C(=O)c3ccccc3S2(=O)=O)cc1C	-4%	.	1%
CC(C)C1C(=O)N(Cc2cn(CCC3OCCCO3)nn2)CCS(=O)(=O)N1Cc1ccc(-c2cccc(N(C)C)c2)cc1 (stereo not given)	-3%	.	5%
Fc1ccccc1/C=N/Nc1cc(N2CCCCC2)ncn1	?	.	?
O=C(O)c1cccc(NC(=O)c2ccc(N3C(=O)c4ccc(C(=O)Nc5cccc(C(=O)O)c5)cc4C3=O)cc2)c1	4%	-9%	0%

Reprinted at random: six records from the list.
SMILES	DT40 TDP1 no CPT	TDP1 inh	TDP1 cell CPT
O=C(O)c1cccc(NC(=O)c2ccc(N3C(=O)c4ccc(C(=O)Nc5cccc(C(=O)O)c5)cc4C3=O)cc2)c1	4%	-9%	0%
CC(=O)N1CC(C(=O)Nc2ccc3c(c2)OCO3)Oc2ccccc21 (stereo not given)	-1%	8%	-11%
C=CCn1c(P(C)(=O)O)nc2ccccc21	3%&3%	0%&5%	-3%&2%
O=C(O)CCSc1nnc(-c2ccccc2)n1-c1ccccc1	-13%	2%	-1%
OC(COc1ccccc1CNCc1cccnc1)CN1CCc2ccccc2C1 (stereo not given)	?	7%	?
CCCCNC(=O)CN1C(=O)NC2NC(=O)NC21 (stereo not given)	2%	8%	11%

More entries
SMILES	DT40 TDP1 no CPT	TDP1 inh	TDP1 cell CPT
O=C(/C=C/c1cccc([N+](=O)[O-])c1)Nn1c(-c2ccccc2F)nc2ccccc2c1=O	?	5%	-18%
CCC[N+](C)(C)C(C)C(OC(C)=O)c1ccccc1 (stereo not given)	4%	.	-11%
c1ccc(Oc2cccc(OCCCCN3CCCC3)c2)cc1	18µM*	-6%	?
Cc1cccc(OCCCC(=O)NC(C)c2ccccc2)c1 (stereo not given)	-11%	4%	15%
O=C(OCCN1CCCCC1)C1(c2ccccc2)CCCC1	-3%	6%	12%
O=C(NCC1CCCO1)c1cccc(S(=O)(=O)NCc2ccccc2)c1 (stereo not given)	-27%	-3%	-20%
COc1ccc(C(C(=O)NCc2ccccc2)N(Cc2cccnc2)C(=O)c2snc(C(N)=O)c2N)cc1OC (stereo not given)	-10%	.	-4%
O=C(NCc1ccccc1)c1ccc2c(c1)nc1n2CCOC1	-5%	5%	-12%
O=[n+]1cc(-c2ccc(Cl)cc2)n([O-])c2c1CCCCC2	?	-5%	-10%
COC(=O)/C(C#N)=C/c1c(Oc2cc(C)cc(C)c2)nc2ccccn2c1=O	?	.	?
COC(=O)[C@]12CCCCC=C1N(CCC1=CCCCC1)C(=O)[C@H](CC(=O)N1CCN(C(=O)C3CC3)CC1)C2	16µM*	.	?
O=C(CCCCn1cnc2c(=S)nc[nH]c21)Nc1ccc(C(=O)O)cc1	21%	.	7%
Cc1cc(C)c(NC(=O)CNC(=O)CNC(=O)C2CCCCC2)c(C)c1	-4%	0%[56.1 µM]	5%
OCC1(Cc2ccccc2)CCN(C2CCN(c3ccc(F)c(F)c3)CC2)CC1	12µM*	6%	-29%
CCN(CC)C(=O)C1=C(C)N(Cc2ccccc2)C(=O)C(CC(=O)NC2CC2)C1 (stereo not given)	?	.	?
CC(C)NC(=O)C1CCCN(S(C)(=O)=O)C1 (stereo not given)	7%	8%	-15%
O=S(=O)(Nc1cccc(S(=O)(=O)N2CCOCC2)c1)c1ccc(Cl)s1	-9%	?	12%
CCOC(=O)C1CCN(C(=O)CSc2nnc(-c3ccco3)n2-c2ccccc2)CC1	-25%	8%	-19%
CCOC(=O)C1=C(CSc2nc3c(cc2C#N)CN(C)CC3)OC(N)=C(C#N)C1c1ccc(F)cc1 (stereo not given)	?	-5%	?
Cc1cc(C)c(S(=O)(=O)NCc2csc(C)n2)c(C)c1	2%	.	-19%
CSC1=NC2(CC(c3ccccc3)Oc3cc(O)ccc32)CC(C)(C)N1 (stereo not given)	21µM*	3%	23µM*
CC(=O)c1cn(CC(=O)Nc2ccccc2C(F)(F)F)c2ccccc12	?	.	?
COCCNC(=O)/C(C#N)=C/c1ccc(OCc2ccc(F)cc2)cc1	-5%	3%	-2%
O=S1(=O)C=C(Oc2ccc3ccccc3c2)c2ccccc21	?	-3%	?
CCOC(=O)c1cnc2ccc(OCC)cc2c1NCCN1CCOCC1	21µM*	6%	?
COc1ccccc1N1CCN(S(=O)(=O)CCNC(=O)COc2ccc(F)cc2)CC1	?	4%	?
COc1ccc(/C=N/NC(C)(C)C)c(OC)c1	-22%	-6%	?
COc1ccc(Br)cc1CNC(=O)CCNC(=O)Cn1ccc2ccccc2c1=O	-6%	5%	16%
COc1cc(CNC(=O)c2ccc(Cn3nc(C)c(Cl)c3C)o2)cc(OC)c1	8.2µM*	2%	?
CCOC(=O)c1c(-c2ccccc2)nc2ccc(C)cn12	16µM*	3%	?
COc1ccc2c(C)nc(Nc3nc(C)c(C)c(=O)[nH]3)nc2c1	2.9µM*	5%	4.6µM*
CC(Sc1nnc2n1CCCCC2)C(=O)Nc1ccc(S(N)(=O)=O)cc1 (stereo not given)	0%	9%	-8%
O=C(CNC(=O)c1ccncc1)N/N=C/c1cc(Br)ccc1O	-5%	-5%	-28%
O=C(/C=C/[C@H]1O[C@@H](n2ccc(=O)[nH]c2=O)[C@H](O)[C@@H]1O)NCCN1CCCCC1	1%	.	3%
CCCOc1ccc(/C(O)=C2\C(=O)C(=O)N(CCCOC)C23C(=O)N(C)c2ccccc23)cc1 (stereo not given)	1%	2%	-1%
COc1ccc(N2Cc3cccc(C(=O)Nc4cc(C)cc(C)c4)c3C2=O)cc1	-30%	-6%	7%
CC(C)(C)NC(=O)COC(=O)CNC(=O)C1CCCCC1	5%	1%	-5%
Cc1ccc(S(=O)(=O)N2CCCc3ccccc32)cc1	?	.	-24%
O=C(O)CSCc1nc2ccccc2s1	-7%	2%	-17%
COc1ccc(C(=O)c2c3ccc(C(F)(F)F)cc3[n+]([O-])n2CCCC(N)=O)cc1	-16%	1%	1%

4 entries already listed, arranged by SMILES length, descending.
SMILES	DT40 TDP1 no CPT	TDP1 inh	TDP1 cell CPT
COc1ccc(N2Cc3cccc(C(=O)Nc4cc(C)cc(C)c4)c3C2=O)cc1	-30%	-6%	7%
COc1ccc(Br)cc1CNC(=O)CCNC(=O)Cn1ccc2ccccc2c1=O	-6%	5%	16%
CSC1=NC2(CC(c3ccccc3)Oc3cc(O)ccc32)CC(C)(C)N1 (stereo not given)	21µM*	3%	23µM*
CCOC(=O)c1cnc2ccc(OCC)cc2c1NCCN1CCOCC1	21µM*	6%	?

(continued)
SMILES	DT40 TDP1 no CPT	TDP1 inh	TDP1 cell CPT
Cc1oc(CC(C)C)cc1C(N)=O	-25%	-3%	-4%
Cc1cc(C)c(Cn2c3ccccc3c3cnn(CC(=O)NC4CCCCCC4)c(=O)c32)c(C)c1	?	0%	-22%
COc1ccc(C(=O)N2CCC(C(=O)NCc3ccccn3)CC2)cc1	-1%	4%	9%
C#CCNc1cc(-c2ccccc2)nc2ncnn12	3%	1%	-7%
CC(C)NC(=O)C1(C)CSCC(=O)N1C1CC1 (stereo not given)	5%	.	-21%
O=C(Nc1nc(-c2ccc3c(c2)OCO3)cs1)C1COc2ccccc2O1 (stereo not given)	?	5%	-1%
Cc1ccccc1Oc1nc2ccccn2c(=O)c1/C=C(\C#N)C(=O)Nc1c(C)n(C)n(-c2ccccc2)c1=O	?	2%	?
COc1ccc(OC)c(S(=O)(=O)Nc2cccc3c(O)cccc23)c1	?	.	21µM*
Cc1ccc(Cn2c(=N)n(CC(O)COc3ccccc3)c3ccccc32)cc1 (stereo not given)	9.2µM*	1%	18µM*
O=C(Cn1ncc2c3ccccc3n(Cc3cccc(Cl)c3)c2c1=O)NC1CCCCCC1	6.5µM*	8%	8.2µM*

Screens: PubChem BioAssay, National Center for Advancing Translational Sciences (NCATS)
